# Kir21 block = Kir2.1 (mouse) channel inhibition; 310,000 compounds, 0.85% hits; P35561; HEK293-Kir2.1, FluxOR thallium flux fluorescence; active compounds read low; B-score at 10 µM;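 active = fluorescence ratio B-score at or below minus 3 SD of library scores, with starting-brightness B-score within 2 SD, cut at about -4.2 in these data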;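 also: channel flux triggered by added potassium and thallium sulfate stimulus; B-score of peak minus minimum fluorescence over baseline after thallium stimulus; more negative B-score means stronger Kir2.1 block with less thallium influx; some compounds called inactive have numbers as strong as hits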
# Target sequence (P35561 whole entry, looked up): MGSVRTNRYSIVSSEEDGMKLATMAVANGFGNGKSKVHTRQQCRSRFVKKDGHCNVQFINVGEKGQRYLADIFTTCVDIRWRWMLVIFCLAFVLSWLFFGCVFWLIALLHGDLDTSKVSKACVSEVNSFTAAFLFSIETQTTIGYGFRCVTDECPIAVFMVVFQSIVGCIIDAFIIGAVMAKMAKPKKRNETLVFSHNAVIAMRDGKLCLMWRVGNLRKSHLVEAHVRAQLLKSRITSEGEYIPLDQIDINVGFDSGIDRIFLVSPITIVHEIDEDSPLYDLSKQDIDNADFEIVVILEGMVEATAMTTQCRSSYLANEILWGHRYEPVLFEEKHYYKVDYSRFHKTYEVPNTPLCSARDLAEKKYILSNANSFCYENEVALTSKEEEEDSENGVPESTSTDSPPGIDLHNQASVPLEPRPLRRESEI
# CHT inh = inhibits the human high affinity choline transporter. Q9GZV3. CHT-expressing cells, membrane potential dye, choline response; active compounds read low. B-score at 10 µM. 310,000 compounds, 0.86% hits;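 active = B-score over 3 SD under the library average, and starting fluorescence ratio not unusually high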;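 also: choline stimulus applied at its EC90 after an EC20 pre-addition; B-score computed on integrated fluorescence ratio after choline addition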
# Target sequence (Q9GZV3 whole entry, looked up): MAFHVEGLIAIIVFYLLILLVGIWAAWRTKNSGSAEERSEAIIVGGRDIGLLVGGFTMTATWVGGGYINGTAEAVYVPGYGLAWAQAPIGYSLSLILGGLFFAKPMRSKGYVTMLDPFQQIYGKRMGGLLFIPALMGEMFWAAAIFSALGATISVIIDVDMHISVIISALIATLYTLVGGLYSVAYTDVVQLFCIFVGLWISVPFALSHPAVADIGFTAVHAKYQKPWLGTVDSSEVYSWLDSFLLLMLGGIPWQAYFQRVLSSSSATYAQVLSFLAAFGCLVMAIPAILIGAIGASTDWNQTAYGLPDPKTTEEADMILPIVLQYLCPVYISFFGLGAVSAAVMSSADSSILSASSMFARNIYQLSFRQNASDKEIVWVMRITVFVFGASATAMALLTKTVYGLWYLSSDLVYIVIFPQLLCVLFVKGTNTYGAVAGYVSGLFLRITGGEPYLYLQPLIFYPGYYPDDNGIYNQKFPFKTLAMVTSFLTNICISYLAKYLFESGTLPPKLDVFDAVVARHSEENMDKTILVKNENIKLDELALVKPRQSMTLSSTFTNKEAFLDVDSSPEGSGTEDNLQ
# Starred values were filed as active, the others as inactive; i = inactive; x = not tested or not shown; & = joins results of further samples. Rows are unselected; 1.6% or so of the library scored in one or more.
SMILES,Kir21 block,CHT inh
Cc1cccnc1NC(=O)c1ccc(Br)o1,-0.02,i
COC(=O)Cn1c(CCS(=O)(=O)c2ccc(C)cc2)nc2ccccc21,-1.5,i
COC(=O)c1nn(-c2ccc(OC)cc2)c(=O)cc1Sc1ccc(C)cc1,-0.28,i
Cc1nc2ccccn2c1-c1ccnc(=S)[nH]1,0.77,i
CC1(C)Cc2nc3sc4c(SCC(=O)NCc5ccccc5)ncnc4c3cc2CO1,0.45,i
CCc1c(C)nc2c(Br)cccc2c1SCCC#N,-3.74,i
O=C(COc1cccc(C(F)(F)F)c1)NNC(=O)Cn1c(=O)cnc2ccccc21,-0.14,i
O=C(CS(=O)(=O)c1ccc(F)cc1)N1CCOCC1,0.03,i
COc1ccc(CSc2nnnn2-c2ccc(C(N)=O)cc2)cc1[N+](=O)[O-],0.18,i
COc1ccccc1CNCc1ccc(OC)c2ccccc12,-8.14*,i
Cc1cc(-c2ccc(F)cc2)nc2cc(C(N)=O)nn12,0.45,i
CC(C)c1ccc(S(=O)(=O)c2cn(Cc3ccc(F)cc3)c3cc4c(cc3c2=O)OCO4)cc1,0.75,i
C/C(=N\NC(=O)c1nnn(-c2nonc2N)c1-c1cccs1)c1ccncc1,-0.88,i
O=C(NCCc1nc2ccccc2[nH]1)c1ccco1,-0.76,i
CCOc1ccc2[nH]cc(S(=O)(=O)c3ccc(Cl)cc3)c(=O)c2c1,1.5,i
CCCCC(=O)N(CCC)CCC,0.69,i
COc1cccc(C2NC(=O)N(CCCC(=O)O)C(C)=C2C(=O)OCc2ccccc2)c1 (stereo unspecified),-0.17,i
O=S(=O)(NCCc1csc(-c2cccnc2)n1)c1cc(F)ccc1F,-0.31,i
Cn1c(=O)c2c(ncn2CC(=O)OCC(=O)Nc2cc(Cl)ccc2Cl)n(C)c1=O,0.3,i
CNc1oc(-c2cccs2)nc1C#N,-0.94,i
CSc1ccc(C(=O)/C=C/c2ccc(N)cc2)cc1,0.06,i
COc1ccc(CNC(=O)c2ccc(C(C)(C)C)cc2)cc1,-2.2,i
CC1=C(C(=O)N2CCCC(N3CCN(c4ccccc4F)CC3)C2)OCCO1 (stereo unspecified),0.04,i
O=C(COc1cccnc1[N+](=O)[O-])Nc1ccc2c(c1)OC(F)(F)O2,1.88,i
CN(CC(=O)Nc1ccc(F)cc1)C(=O)c1cccc(S(=O)(=O)N2CCN(c3ccc(F)cc3)CC2)c1,0.12,i
O=C(O)CCC(=O)N1CCc2cc(S(=O)(=O)N3CCCCC3)ccc21,-0.09,i
Cn1cnnc1SCC(=O)c1cc2ccccc2o1,-0.03,i
CC(NC(=O)Nc1ccccn1)N1C(=O)C2C3C=CC(C3)C2C1=O (stereo unspecified),1.43,i
Cc1cccc(NC(=O)c2ccoc2C)n1,-0.69,i
COc1ccc(C(=O)NCC(=O)c2ccccc2)cc1,-0.48,i

# An excerpt of these results, bar-delimited.
compound | Kir21 block | CHT inh
O=S(=O)(NCCc1csc(-c2cccnc2)n1)c1cc(F)ccc1F | -0.31 | i
CC1=C(C(=O)N2CCCC(N3CCN(c4ccccc4F)CC3)C2)OCCO1 (stereo unspecified) | 0.04 | i

# (list continues)
SMILES,Kir21 block,CHT inh
C/C(CC(=O)Nc1cccc(Cl)c1Cl)=N\NC(=O)C(=O)N1CCCC1,-0.03,i
Clc1ccc(-n2cc(-c3ccc(Br)cc3)[n+]3c2CCCCC3)cc1,-0.1,i
COc1ccc(OC)c(NC(=O)CCN2CC(C)CC(C)C2)c1 (stereo unspecified),0.25,i
COc1ccc(C(C(=O)NCC2CCCO2)N(C(=O)CNC(=O)c2cccs2)c2ccc(NC(C)=O)cc2)cc1OC (stereo unspecified),-0.11,i
COc1ccccc1CN(C(=O)CCl)C(C(=O)NC1CCCCC1)c1ccncc1 (stereo unspecified),x,i
CCc1nc2ccc(C(=O)Nc3ccc4c(c3)OCO4)cc2nc1CC,0.01,i
Cc1ccccc1NC(=O)COC(=O)c1cc[n+]([O-])cc1,0.44,i
CCc1nnc(SCC(=O)Nc2ccc(N3CCN(S(C)(=O)=O)CC3)cc2)o1,-0.66,i
Cc1ccc(CN2CCN(Cc3c(C)nn(C(C)C)c3C)CC2CCO)o1 (stereo unspecified),0.85,i
Cc1nn(-c2ccccc2)c(Oc2ccc(F)cc2)c1/C=N/n1cnnc1,x,i
COc1ccc(N(CC(=O)NC2CCCC2)S(=O)(=O)c2ccc(NC(C)=O)cc2)cc1,-0.49,i
CCOC(=O)c1c(NC(=O)c2cccs2)sc2c1CCCC2,1.13,i
Oc1c(CN2CCCC(C(F)(F)F)C2)cc(Cl)c2ccccc12 (stereo unspecified),-0.78,i
Cc1ccc(-c2nnn(CC(=O)N(Cc3ccco3)C(C(=O)NC(C)(C)C)c3ccncc3)n2)o1 (stereo unspecified),0.24,i
Cc1cc(C)cc(OCC(=O)Nc2cccc(C(=O)O)c2)c1,0.05,i
CNC(=O)NC(=O)CSc1nc(-c2cccs2)c(C#N)c(=O)[nH]1,0.9,x
CCn1c(SCC(=O)Nc2sc3c(c2C#N)CCCC3)nnc1-c1ccncc1,-2.16,i
Cc1ccc(C(=O)C[n+]2cc(-c3ccccc3)n3c2CCCCC3)cc1,0.01&-2.32,i
c1ccc(CCN2CN=C(Nc3nc4ccccc4s3)NC2)cc1,-1.55,i
C[C@]1(C(=O)O)Cc2oncc2C[C@@H]1C(=O)O,0.45,i
CCn1c(SCc2cccc(F)c2)nnc1-c1ccncc1,-0.36,i
CCN(CC)S(=O)(=O)c1cccc(C(=O)Nc2cc(C)nn2-c2ccccc2)c1,-0.46,i
CCN(CC(=O)Nc1ccccc1OC)C(=O)C1CCC1,-0.35,i
COc1cc(CC(=O)OCC(=O)Nc2ccc([N+](=O)[O-])cc2)cc(OC)c1OC,-2.07,i
Cc1ccccc1NC(=O)CSc1nc(N2CCCCC2)nc(N2CCCCC2)n1,-0.58,i
CC(=O)Cn1ncc(N2CCOCC2)c(Br)c1=O,1.84,i
Cc1ccc(CN(c2ccc(C(=O)NCc3cccnc3)cc2)S(C)(=O)=O)cc1,0.07,i
CCCCOc1ccc(C(=O)NN2C(=O)NC3(CCCCC3)C2=O)cc1OC,0.4,i
O=C(NCCCN1CCCC1)c1ccc(CSCc2cccc(Cl)c2)o1,-4.06,i
CC(C)CN(C(=O)COC(=O)c1ccc([N+](=O)[O-])s1)c1c(N)n(Cc2ccccc2)c(=O)[nH]c1=O,-0.73,i
CN(C)C(=O)CSc1nnc(CCN)o1,-0.71,i
CCN(CC(=O)NCC(=O)Nc1cccc(C)c1C)Cc1ccccc1,-0.31,i
CC(O/N=C/c1ccc(OC(F)F)cc1)C(=O)Nc1cccc(S(=O)(=O)N2CCOCC2)c1 (stereo unspecified),-1.84,i
Cc1cccc(C(=O)Nc2ccc(C(=O)c3ccccc3)cc2)c1,-0.03,i
O=C(NC(=S)Nc1ccc2c(c1)OCCO2)c1ccc(F)cc1Cl,-1.96,i
O=C(NCCSCc1ccccc1)c1ccc(F)cc1,0.55,i
CCOC(=O)C1=C(C)C(c2ccc(OC)cc2OC)NC(=O)N1 (stereo unspecified),2.23,i
COc1ccccc1CNn1c(-c2cccc(C)c2)nc2ccccc2c1=O,-2.57,i
Cc1cc(CCN2CCC(=O)NC2=S)ccc1OC(C)C,-0.8,i
Cc1ccc(S(=O)(=O)/C(C#N)=C/c2c(N3CCN(C)CC3)nc3ccccn3c2=O)cc1,0.14,i
CCOc1ccc(OCC)c(NC(=O)c2ccc(CNc3c(N4CCCC4)c(=O)c3=O)cc2)c1,-0.7,i
COc1cc(C(=O)Oc2cc(C)cc(C)c2)cc(OC)c1OC,0.16,i
Cc1ccccc1-c1nc2cc(N)ccc2o1,-1.2,i
COC(=O)[C@H](Cc1c[nH]c2ccccc12)NC(=O)NCc1ccccc1,-0.01,i
CCCc1cc(=O)[nH]c2nnc(SCC(=O)Nc3nnc(CC)s3)n12,-1.64,x

# Record cards, from the list above. Order of screens: Kir21 block | CHT inh
# Shown for CCOC(=O)C1=C(C)C(c2ccc(OC)cc2OC)NC(=O)N1 (stereo unspecified) : 2.23 | i
# Shown for CN(C)C(=O)CSc1nnc(CCN)o1 : -0.71 | i

# Carrying on.
SMILES,Kir21 block,CHT inh
CNC(=S)N/N=C/c1cn(Cc2c(F)cccc2Cl)c2ccccc12,0.77,i
Cc1ccc(S(=O)(=O)Nc2nc3ccccc3nc2N2CCN(c3ccccc3F)CC2)cc1,-0.36,i
COc1ccccc1N/C=C1/Sc2cc(Cl)ccc2NC1=O,-1.08,i
CCCCOc1ccc(CN2CCCCC2)cc1,-0.03,i
O=C1N=C(N2CCN(c3ccccc3)CC2)S/C1=C/c1ccco1,-0.07,i
CCOC(=O)N1CCC(Nc2c(-c3ccc(C)c(C)c3)c(=O)c2=O)CC1,0.42,i
Cc1cccc(S(=O)(=O)N2CN(Cc3ccco3)c3nc4ccccc4nc32)c1,-1.66,i
COc1ccc(NC(=O)N2CCCCC2c2cccnc2)cc1 (stereo unspecified),-1.68,i
CC[C@@H](C)[C@H](NC(=O)Cc1c(C)c2cc3c(C)c(C)oc3c(C)c2oc1=O)C(=O)O,1.96,i
N#Cc1c(NC(=O)CCCC(=O)O)sc2c1CCCCC2,1.02,i
CC(C)N1C(=O)CCC1C(=O)N1CCCc2ccccc21 (stereo unspecified),-1.26,i
COC(=O)Cc1ccc(N(Cc2ccccc2F)S(=O)(=O)c2ccc(C)cc2)cc1,-0.4,i
COc1ccc(CC(=O)NCc2nnc(SCc3ccc([N+](=O)[O-])cc3)n2C)cc1,0.02,i
CCc1nnc(NC(=O)CCS(=O)(=O)c2ccccc2)s1,-0.71,i
CCOC(=O)c1sc(NC(=O)c2ccccc2OCC)nc1C,-0.02,i
CC(C)(C#N)Cc1cc(CC(C)(C)C#N)cc(C(C)(C)C)c1,0.93,i
Cc1cccc(NC(=O)C2C3C=CC(O3)C2C(=O)O)c1 (stereo unspecified),-0.29,i
COc1ccc(NC(=O)c2sc(Cl)nc2-c2ccccc2)cc1,0.08,i
CCCc1cc(=O)[nH]c(SCC(=O)N(CC)Cc2ccccc2)n1,0.53,i
O=C(Nc1ccc(OC(F)(F)F)cc1)c1ccc2nc[nH]c2c1,-0.59,i
CC(C)c1nc(C(N)=O)c2[nH]c(=O)n(-c3ccc(F)cc3)c2n1,0.76,i
O=C(CN1C(=O)NC2(CCCC2)C1=O)Nc1cc(S(=O)(=O)N2CCOCC2)ccc1OCC(F)(F)F,0.17,i
COCCOc1ccc(C(F)(F)F)cc1NC(=O)c1ccc(C)cc1,0.76,i
CCOc1cc(/C=C(/C#N)c2ccc(F)cc2)ccc1OCc1ccc(C(=O)O)o1,0.19,i
COC(=O)CN1C(c2ccccc2)=Nc2ccc(Cl)cc2C1c1ccccc1 (stereo unspecified),-0.62,i
CCC1(c2ccc(F)cc2)NC(=O)N(CC(=O)N2CCOCC2)C1=O (stereo unspecified),-1.1,i
CCN(CC)S(=O)(=O)c1ccc2c(c1)c(=O)c(C(=O)NCCc1ccccc1)cn2C,-0.97,i
CC1(C)Cc2c(oc3ncn4ncnc4c23)CO1,0.21,i
CCOC(=O)C(C(=O)OCC)C(C(=O)OCC)N1CCOCC1 (stereo unspecified),0.57,i
Cc1cc(/C=C(/C#N)C(=O)Nc2ccc(Cl)cc2)c(C)n1-c1cccnc1,0.33,i
CCC(C)(C(=O)NC1CCCCC1)N(C)C(=O)c1ccccn1 (stereo unspecified),-1.62,i
COc1ccc(S(=O)(=O)N(C)CC(=O)Nc2ccc3c(c2)OCO3)cc1OC,0.49,i
CCOc1ccc(C(C(=O)NC2CCCC2)N(CCCO)C(=O)c2ccc(-c3ccccc3)[nH]2)cc1 (stereo unspecified),-0.79,i
CSc1nc2ccc(N3C(=O)C4CCCCC4C3=O)cc2s1 (stereo unspecified),-0.54,i
CCCCNC(=O)[C@H]1N2C(=O)c3c(ccc(OC)c3OC)C2SC1(C)C (stereo partly specified),1.09,i
CCc1ccc(C(=O)COC(=O)C(CCSC)NC(=O)C23CC4CC(CC(C4)C2)C3)cc1 (stereo unspecified),0.25,i
O=c1cc(-c2cc3ccccc3o2)c2cc(O)ccc2o1,0.8,i
O=C(CN1CCN(Cc2ccc3c(c2)OCO3)CC1)Nc1ccc2c(c1)OCCO2,-1.31,x
COC(=O)C1(CCSC)NC(c2ccccc2F)C2C(=O)N(c3ccc4c(c3)OCCO4)C(=O)C21 (stereo unspecified),1.29,i
Cn1c(=O)c2c(ncn2Cc2cccc(Cl)c2)n(C)c1=O,1.65,i
CCc1nnc(NC(=O)CCC(=O)N2CCN(S(=O)(=O)c3cc(Cl)ccc3OC)CC2)s1,-0.05,i
O=C(NC1CCCC1)C1CC(c2ccc(F)cc2)=NO1 (stereo unspecified),-0.73,i
COCCCNC(=O)Cn1cc(/C=C(\C#N)C(=O)N2CCN(c3ccccc3)CC2)c2ccccc21,1.07,i
Cc1cc(O)c(C)c(O)c1/C=N/NC(=O)c1cccnc1,0.21,i
COc1cccc(OCCSc2nnc3sc4ccccc4n23)c1,-0.59,-8.7*
CN(CC(=O)Nc1c(Cl)cccc1Cl)C(=O)c1n[nH]c2ccccc12,0.75,i
O=C1/C(=N\S(=O)(=O)c2cccs2)C([n+]2ccc(CCCc3ccccc3)cc2)=C([O-])c2ccccc21,-0.03,i
O=C(CSc1nnc(-c2cccnc2)n1C1CCCCC1)NC1CCCCC1,0.21,i

# Entries from the list above containing a tert-butyl group:
SMILES,Kir21 block,CHT inh
COc1ccc(CNC(=O)c2ccc(C(C)(C)C)cc2)cc1,-2.2,i
Cc1ccc(-c2nnn(CC(=O)N(Cc3ccco3)C(C(=O)NC(C)(C)C)c3ccncc3)n2)o1 (stereo unspecified),0.24,i
CC(C)(C#N)Cc1cc(CC(C)(C)C#N)cc(C(C)(C)C)c1,0.93,i

# High-throughput results (PubChem)
